PDI inh: blocks human protein disulfide isomerase activity | P07237 | PDI insulin aggregation turbidity, A650, 90 min | inhibition, % at 10 µM | 350,000 tested, 0.052% active | AID 588391;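 active = mean inhibition across replicates of 30% or more, whatever share of single replicates reach that level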;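 also: absorbance from insulin aggregation driven by PDI reduction with DTT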
Vif inh: blocks HIV Vif function. 340,000 tested, 0.35% active. HEK293T cells, Vif self-association by quenched fluorescence, imaging, 24 h. inhibition, % at 7.49 µM; in the data active = inhibition above about 50%, passing the limit was not always enough; also: some results filed as inactive read as strong as hits
Glyco luc inh: blocks N-linked glycosylation in D54 reporter cells. D54 ERlucT glycosylation luciferase reporter, 24 h; percent of 100 nM tunicamycin response. reporter increase, % at 12.5 µM. 360,000 tested, 0.23% active. AID 588692;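 active = mean luciferase reporter signal, scaled so untreated is 0 and the glycosylation-blocking control 100, at or above a set limit in every replicate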;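 also: luciferase carries N-glycosylation sites so blocking glycosylation raises the light; 0% = median of neutral control wells and 100% = median of 100 nM tunicamycin wells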
aDG glyco up: increases alpha dystroglycan glycosylation; Pro5-aDG cells, alpha-DG glycosylation AlphaScreen (IIH6); 0% Pro5, 100% B10-LARGE cell signal; activation, % at 10 µM; 360,000 tested, 0.22% active; AID 624168;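 active = activation of at least 8% versus controls, or a plate z-score of at least 8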;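 also: Pro5 are CHO cells carrying HIG-tagged alpha-DG that lacks glycosylation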
MC4R ag barr: agonists of human melanocortin 4 receptor (MC4R) beta-arrestin | AID 540308 | U2OS MC4R beta-arrestin complementation, luminescence; percent of melanotan II response, DMSO zero | P32245 | activation, % at 8.9 µM | 360,000 tested, 0.98% active;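 active = activation above a per-plate cutoff, the mean activation of sample wells on that plate plus 3 SD, cut at about 8% in these data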
MC4R antagonist: antagonists of human melanocortin 4 receptor (MC4R); P32245; MC4R-expressing cells, MTII-stimulated cAMP, LANCE TR-FRET; inhibition, % at 6.5 µM; 360,000 tested, 0.48% active; AID 540295;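 active = inhibition above its plate's cutoff, the mean of tested wells on that plate plus 3 SD, cut at about 29% in these data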;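 also: 0% = Melanotan II alone and 100% = Melanotan II plus saturating MCL0020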
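System: U2OS-MC4R stable cell line; Technique: Eu-cAMP/anti-cAMP TR-FRET, emission 671 nm; Repeats: single well per compound; Also added: Melanotan II; Dosing: one concentration, 6.5 µM nominal; Schedule: 30-min compound, 1-h challenge, 1-h detection, room temperature.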
HTR2A ag: mouse HTR2A agonism via beta-arrestin recruitment. P35363. activation, % at 7.6 µM. AID 624169. 360,000 tested, 0.66% active. CHO-K1 mHTR2A beta-arrestin complementation, luminescence; percent of 30 µM serotonin response;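 active = activation above a run cutoff, the mean activation of all tested compounds plus 3 SD, cut at about 14% in these data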;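 also: 0% = plate median of compound wells and 100% = 30 µM serotonin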
ABCB6 inh 2: human ABCB6 transporter inhibition | Q9NP58 | K562-ABCB6 porphyrin accumulation, flow cytometry, 1 h; hits give low values | fluorescence ratio to DMSO, % at 10 µM | 360,000 tested, 0.19% active | AID 602162;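 active = fluorescence ratio to DMSO below 75%, the collection mean minus 3 SD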;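 also: signal is porphyrin accumulated inside mitochondria; 100% equals median channel fluorescence of DMSO control wells; lower ratio means ABCB6 inhibition with less porphyrin fluorescence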
Target sequence (Q9NP58 whole entry, looked up): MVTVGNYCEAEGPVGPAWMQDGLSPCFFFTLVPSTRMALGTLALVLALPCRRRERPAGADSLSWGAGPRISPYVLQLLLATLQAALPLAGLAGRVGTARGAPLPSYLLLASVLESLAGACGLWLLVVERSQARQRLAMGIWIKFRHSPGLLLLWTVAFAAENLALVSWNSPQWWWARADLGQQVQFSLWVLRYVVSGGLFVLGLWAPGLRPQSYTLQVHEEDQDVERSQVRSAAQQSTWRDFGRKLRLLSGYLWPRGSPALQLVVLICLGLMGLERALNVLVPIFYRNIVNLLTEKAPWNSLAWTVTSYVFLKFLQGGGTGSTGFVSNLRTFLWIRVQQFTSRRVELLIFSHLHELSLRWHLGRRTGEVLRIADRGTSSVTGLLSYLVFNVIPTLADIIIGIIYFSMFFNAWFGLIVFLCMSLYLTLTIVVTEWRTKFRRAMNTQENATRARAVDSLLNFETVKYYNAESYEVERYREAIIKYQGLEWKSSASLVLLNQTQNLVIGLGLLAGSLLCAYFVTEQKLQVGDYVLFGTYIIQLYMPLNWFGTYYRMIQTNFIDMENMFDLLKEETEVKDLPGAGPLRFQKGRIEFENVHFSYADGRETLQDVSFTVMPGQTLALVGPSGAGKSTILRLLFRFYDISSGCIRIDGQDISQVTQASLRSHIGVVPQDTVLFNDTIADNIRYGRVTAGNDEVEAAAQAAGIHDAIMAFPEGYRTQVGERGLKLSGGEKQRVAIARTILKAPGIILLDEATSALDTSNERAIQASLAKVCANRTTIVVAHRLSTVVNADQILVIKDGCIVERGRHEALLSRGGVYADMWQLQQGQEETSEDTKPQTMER
H9c2 protect: protects H9c2 cardiomyocytes from peroxide injury. AID 588492. protection from H2O2 cell death, % at 20 µM. 360,000 tested, 0.63% active. H2O2 injury protection, ATPLite, 2 h;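 active = compounds giving at least 50% protection of heart cells from peroxide-induced death in the single-dose screen, raw or plate-pattern-corrected value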;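 also: 0% = DMSO wells with peroxide and 100% = DMSO wells without peroxide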
CaV13 FRET inh: Disruptors of the CACNA1D IQ motif to Ca2+-dependent inactivation inhibitor domain association, primary screening, Förster resonance energy transfer in intact living …; HEK cells, CFP/YFP FRET ICDI-IQ, plate reader, 10 min; percent FRET-ratio fall versus neutral wells; inhibition, % at 12.3 µM; 340,000 tested, 0.098% active;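 active = mean replicate inhibition of at least 30% and at least 1% of replicates passing that level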;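 also: 0% = median of the neutral control wells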
* hit, by the source's call; i = inactive; · = not tested or not shown. The order is random. Share with any hit: about 3.6%.

SMILES	PDI inh	Vif inh	Glyco luc inh	aDG glyco up	MC4R ag barr	MC4R antagonist	HTR2A ag	ABCB6 inh 2	H9c2 protect	CaV13 FRET inh
CC(C)COC(=O)N1CCCCC1c1cc(C(=O)NCc2cccnc2)no1 (stereo not drawn)	3.4	-2.0	0.8	0.0	0.9	0.9	-4.3	99.0	3.5	-10.2
COc1cc(OC)c(OC)cc1/C=C1/C(=O)N=C(N)N1C	0.9	0.0	2.0	-0.1	-3.9	-5.4	3.4	136.0	-2.7	-33.2
N=C1N(/N=C/c2ccccc2)C(=Nc2ccccc2)C(=S)N1c1ccccc1	3.9	1.0	1.1	0.0	-0.6	1.2	-4.1	104.0	11.0	-7.3
CS(=O)(=O)Nc1ccc(Br)cc1C(=O)c1ccccc1	-6.2	1.9	-2.0	-0.1	-1.5	7.1	-0.6	99.0	-3.2	-5.1
CCCCC(=O)Nc1ccc(NC(=O)c2cccs2)cn1	-2.1	0.2	-2.0	0.4	-0.5	0.9	-6.5	120.0	5.3	-0.1
O=C(NCc1cccnc1)c1noc2c1CCCC2	-5.5	2.0	3.7	-0.1	-1.7	12.4	9.2	98.0	-4.7	-6.5
O=S(=O)(Cc1ccc(Cl)cc1)Nc1ccc(Cl)cn1	0.6	-15.8	1.4	0.6	2.6	11.1	2.0	99.0	-5.2	4.8
O=[N+]([O-])c1cc2c(cc1[N+](=O)[O-])OCCOCCOCCOCCO2	17.5	1.9	0.7	1.1	0.1	23.6	-1.4	103.0	10.9	3.4
COc1ccc(CCNC(=O)CSc2cc(=O)[nH]c(N)n2)cc1OC	8.0	5.6	3.0	-0.1	-1.2	8.3	0.8	97.0	6.3	-6.0
CCc1ccc(OC)c(S(=O)(=O)Nc2ccc(Cc3ccncc3)cc2)c1	-7.1	-10.9	-1.8	0.9	-1.0	8.2	3.9	91.0	-12.0	-2.1
COc1cc(C(=O)/C=C/c2cccnc2)ccc1O	21.9	7.0	4.8	0.1	0.6	-11.2	-9.7	94.0	-0.1	-2.7
O=C(CNCCCO)Nc1cc(C(F)(F)F)cc(NC(=O)CNCCCO)c1Cl	3.6	-1.5	-0.4	0.4	-0.5	2.8	0.4	100.0	1.1	·
c1ccc(CCc2ccccc2-c2nc(-c3cccnc3)no2)cc1	-3.4	21.6	-3.3	-0.1	0.6	9.3	-4.5	103.0	3.9	-6.1
Cn1c(=O)c2c(-c3ccccc3)n(-c3cc([N+](=O)[O-])ccc3O)cc2n(C)c1=O	-6.4	-2.5	2.2	0.0	-1.7	9.6	4.7	97.0	4.7	-2.7
CC(=O)N1CCc2cc(S(=O)(=O)CCC(=O)N(C)Cc3ccco3)ccc21	9.9	-3.8	-0.3	0.1	-1.7	8.8	-3.5	103.0	0.6	-2.9
O=C(NNS(=O)(=O)c1ccc2ccccc2c1)NC1CCCCC1	11.7	-0.9	-1.7	0.0	-2.0	9.9	1.5	132.0	3.2	-4.5
CCNC(=O)C1(C)CCN(Cc2cccc(C(F)(F)F)c2)C1 (stereo not drawn)	0.8	7.0	-0.5	0.3	-1.8	3.2	-2.1	109.0	1.6	-9.4
Cc1[nH]c(=O)[nH]c(=O)c1/C=C/C(=O)OCC(C)C	9.1	-0.2	2.5	-0.2	-0.3	0.0	0.2	94.0	3.1	-5.2
Cc1nn(CC(=O)NCCCN2CCCC2)c(=O)c2nn(-c3ccccc3)c(C)c12	-4.6	-4.3	1.0	0.4	-2.0	9.4	8.8	91.0	4.1	-7.6
CCC(=NCc1ccco1)c1c(C(F)(F)F)[nH]n(-c2nc3ccccc3s2)c1=O	5.9	-1.7	-10.3	0.0	0.4	4.7	12.5	92.0	-12.1	-4.3
COC/C=C/C1=CC2=CC(=O)C(C)(OC(=O)c3cnc4ccccc4n3)C(=O)C2=CN1CCCCO (stereo not drawn)	-8.3	2.6	9.3	-0.3	-1.2	-4.6	4.6	97.0	5.0	-11.6
CCOC(=O)CSc1nc2cc3c(cc2cc1C#N)OCO3	-15.8	14.0	-4.7	-0.3	7.1	1.5	-0.9	97.0	5.6	-4.9
O=C1C=C(Nc2ccccc2O)c2ccccc2C1=O	5.1	-6.2	-17.6	12.5*	-4.5	-22.1	-1.7	166.0	-16.2	-9.9
CCOc1ccccc1NS(=O)(=O)c1ccc2c(c1)N(C)CCO2	9.0	-2.9	2.8	0.2	1.6	2.0	1.7	99.0	-3.5	-2.5
Cc1ccc(N(C)S(=O)(=O)c2c(C)noc2/C=C/N(C)C)cc1	-0.9	-7.4	-2.1	0.1	-4.8	12.8	-3.5	95.0	-3.8	-4.0
Cc1ccc(NC(=O)CNC(=O)c2cccs2)cc1S(=O)(=O)Nc1ccc(Cl)cc1	1.0	-13.0	-1.1	0.2	-2.8	6.4	-5.7	98.0	-0.4	-4.5
CC(NC(=O)C(=O)N1CCOCC1)C(c1cccs1)N1CCN(c2ccc(F)cc2)CC1 (stereo not drawn)	-2.3	-3.7	0.9	-0.1	0.0	11.3	-4.0	103.0	-4.2	-2.9
COc1ccc(C(=O)COC(=O)c2cccnc2Cl)c(OC)c1	2.1	6.7	-1.3	-0.2	-0.4	6.8	-0.3	104.0	-5.6	0.7
Cc1cc(C)cc(NC(=O)CN2C(=O)NC(C)(c3ccccc3)C2=O)c1 (stereo not drawn)	11.0	-0.8	2.3	-0.1	-0.4	-1.5	2.1	104.0	2.1	0.2
Cc1nnc(OCC(=O)NCCC2=CCCCC2)c2ccccc12	-6.5	-4.0	-1.1	-0.2	-2.5	8.0	0.3	101.0	4.6	-6.3

Gathered by group, the compounds so far with a furan ring, fused or not (2)
SMILES	PDI inh	Vif inh	Glyco luc inh	aDG glyco up	MC4R ag barr	MC4R antagonist	HTR2A ag	ABCB6 inh 2	H9c2 protect	CaV13 FRET inh
CC(=O)N1CCc2cc(S(=O)(=O)CCC(=O)N(C)Cc3ccco3)ccc21	9.9	-3.8	-0.3	0.1	-1.7	8.8	-3.5	103.0	0.6	-2.9
CCC(=NCc1ccco1)c1c(C(F)(F)F)[nH]n(-c2nc3ccccc3s2)c1=O	5.9	-1.7	-10.3	0.0	0.4	4.7	12.5	92.0	-12.1	-4.3

Continuation.
SMILES	PDI inh	Vif inh	Glyco luc inh	aDG glyco up	MC4R ag barr	MC4R antagonist	HTR2A ag	ABCB6 inh 2	H9c2 protect	CaV13 FRET inh
CCOC(=O)c1cncc(C(=O)O)c1	2.2	·	-0.4	0.0	-0.2	0.8	-0.8	188.0	1.1	-1.4
CCC(=O)N1CCC(C)(C(=O)NCc2cccc(OC)c2)C1 (stereo not drawn)	2.0	-6.4	-1.3	-0.3	-1.7	1.6	-4.2	96.0	0.4	-5.3
COc1ccc(N(CC(=O)NCc2ccc(C)cc2)S(=O)(=O)c2c(C)noc2C)cc1	1.8	0.4	-4.6	0.6	-0.9	9.4	0.8	107.0	0.8	-2.6
Cc1ccc(C)c(S(=O)(=O)NCc2ccc(C(=O)N3CCCCCC3)cc2)c1	-3.3	14.9	-0.2	0.1	-1.1	10.2	0.4	102.0	-14.4	-7.4
O=C(N/C(=C/c1ccco1)C(=O)N1CCCCCC1)c1cccs1	-6.3	-9.6	-0.8	0.4	3.6	-11.7	4.6	96.0	-1.8	-3.5
Cc1cc(NS(C)(=O)=O)c(=O)n(Cc2cccc(C(F)(F)F)c2)c1	-1.4	7.7	0.8	-0.1	1.1	8.8	0.7	93.0	3.2	-4.7
COc1ccc(NS(=O)(=O)c2cccc3cccnc23)cc1Cl	15.4	-1.0	-1.4	0.0	-0.4	-1.9	-4.2	101.0	-7.5	-4.7
CCCCC(c1nnnn1CS(=O)(=O)c1ccc(C)cc1)N1CCC(C(N)=O)CC1 (stereo not drawn)	1.0	25.5	1.1	0.0	-0.7	3.1	-2.9	88.0	9.0	-4.3
CCCCCc1ccc(CC(=O)N2CCOCC2)cc1	-11.4	-2.6	-1.2	0.0	0.0	13.5	0.2	98.0	-2.1	-5.6
COC(=O)c1ccc(COC(=O)CNC(=O)c2cccs2)cc1	1.9	3.3	0.6	1.6	1.2	0.1	4.5	98.0	-4.6	-5.6
C(=C\c1ccccc1)/CN1CCN(C(c2ccccc2)c2nnnn2C2CCCC2)CC1 (stereo not drawn)	·	-7.2	-2.0	-0.1	·	·	-5.6	94.0	-1.6	-5.4
COc1ccc(-c2csc(NCCc3nc4cc(C(=O)NCCCO)ccc4n3Cc3ccc(C)cc3)n2)cc1	1.7	-0.9	-2.3	-0.3	-2.5	3.4	-8.0	88.0	15.3	-8.3
COc1cccc(C(=O)Nc2nnc(CCS(=O)(=O)c3ccc(C)cc3)s2)c1	1.8	12.4	0.1	-0.1	1.4	13.6	-6.1	104.0	-2.6	-3.3
O=P(O)(CCc1ccccc1)C(O)c1ccccc1 (stereo not drawn)	3.1	16.2	0.7	0.1	0.3	5.0	2.4	109.0	2.2	-2.2
COc1ccc(C(=O)C2CCCN(C(=O)c3cccc(Cn4cccn4)c3)C2)cc1F (stereo not drawn)	1.2	-12.1	-0.6	0.1	-1.8	2.3	1.4	100.0	-3.3	-5.0
CCCCNC(=O)Oc1cccc(N2CCCC2=O)c1	0.8	5.2	-1.1	-0.1	-0.4	4.0	5.8	110.0	1.1	-3.8
Cc1ccc(S(=O)(=O)N(CC(=O)NCc2ccccn2)c2ccc(Cl)cc2)cc1	-3.0	3.5	-0.6	0.1	-2.8	7.2	-1.1	98.0	1.2	-3.9
COc1ccccc1NC(=O)N1CCCC1C(=O)NCc1ccc(F)cc1 (stereo not drawn)	6.1	-0.7	4.8	-0.4	-0.5	8.6	2.9	99.0	2.4	-5.0
C=CCn1c(SCc2c(C(=O)OC)sc(N)c2C(=O)OC)nnc1-c1ccc(Br)cc1	11.3	19.6	-0.3	0.7	0.6	8.3	-4.8	97.0	39.2	-1.5
CCN1C(=S)SC(=O)C1=C1C=C(C)N(Cc2ccco2)C(C)=C1	5.8	i	-11.9	2.2	-1.6	-5.6	2.1	155.0	-18.7	-4.1
CCCC(=O)Nc1ccc(C(=O)NCC(=O)OCC)cc1	-6.4	13.7	1.3	0.5	1.0	7.1	5.0	99.0	7.6	0.5
O=C(CCCCC(=O)N1CCOCCOCCOCC1)OCc1ccccc1	2.6	-4.9	1.8	0.0	0.3	13.7	-1.9	103.0	5.9	6.1
CN1CCCC(OC(=O)COc2ccc(Br)cc2)C1 (stereo not drawn)	3.2	-5.6	-0.7	-0.2	-0.3	-2.3	-8.8	102.0	4.2	·
Cc1ccccc1OCCn1cc(C=O)c2ccccc21	3.8	-3.5	-3.7	0.6	0.9	-6.2	-2.4	99.0	-14.2	-4.2
COc1cc(/C=c2\s/c(=C(/C#N)C(=O)N3CCCC3)n(-c3ccccc3)c2=O)ccc1O	1.9	-10.6	3.5	-0.8	1.4	10.4	-0.7	106.0	58.2*	-4.0
O=C(N/N=C/c1ccccn1)c1cccnc1	1.9	0.2	2.8	-0.2	0.6	-2.2	-4.1	99.0	14.7	-13.0
O=C(NCCC(c1ccccc1)c1ccccc1)c1ccc(Br)o1	-0.6	2.4	-1.7	-0.1	2.3	-3.8	-3.9	86.0	0.1	·

Screening results from PubChem BioAssay.
